Assay outcomes (PubChem BioAssay)
IDE cell inh: inhibits human insulin-degrading enzyme in HEK cells; P14735; FAbetaB cleavage, fluorescence polarization; inhibition, % at 5.59 µM; 320,000 tested, 0.41% active;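 active = percent inhibition above the average of all tested compounds plus 3 SD, set per screening campaign, cut at about 16% in these data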;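 also: IDE supplied by intact live HEK cells; FP after avidin binding of uncleaved biotin substrate so inhibition keeps polarization high; 0% = DMSO wells and 100% = 60 µM reference IDE inhibitor Ii1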
MEKK3 PB1 HTS: modulators (inhibitors or enhancers) of MEK5 binding to human MEKK3 PB1 domain; Q99759; bead-based flow cytometry, Alexa488-MEK5 binding to MEKK3; actives lie on both sides; 0 = blocked by unlabeled MEK5, 100 = vehicle; binding response (% of control), % at 10 µM; 290,000 tested, 1.4% active;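 active = binding response more than 3 SD above or below the average of its plate-row segment, actives on both sides; inconclusive = wells at one plate position flagged as instrument error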;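 also: Alexa488 bead fluorescence after subtracting the streptavidin-only scavenger bead signal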
Target sequence (Q99759 whole entry, looked up, the tested form may be a part): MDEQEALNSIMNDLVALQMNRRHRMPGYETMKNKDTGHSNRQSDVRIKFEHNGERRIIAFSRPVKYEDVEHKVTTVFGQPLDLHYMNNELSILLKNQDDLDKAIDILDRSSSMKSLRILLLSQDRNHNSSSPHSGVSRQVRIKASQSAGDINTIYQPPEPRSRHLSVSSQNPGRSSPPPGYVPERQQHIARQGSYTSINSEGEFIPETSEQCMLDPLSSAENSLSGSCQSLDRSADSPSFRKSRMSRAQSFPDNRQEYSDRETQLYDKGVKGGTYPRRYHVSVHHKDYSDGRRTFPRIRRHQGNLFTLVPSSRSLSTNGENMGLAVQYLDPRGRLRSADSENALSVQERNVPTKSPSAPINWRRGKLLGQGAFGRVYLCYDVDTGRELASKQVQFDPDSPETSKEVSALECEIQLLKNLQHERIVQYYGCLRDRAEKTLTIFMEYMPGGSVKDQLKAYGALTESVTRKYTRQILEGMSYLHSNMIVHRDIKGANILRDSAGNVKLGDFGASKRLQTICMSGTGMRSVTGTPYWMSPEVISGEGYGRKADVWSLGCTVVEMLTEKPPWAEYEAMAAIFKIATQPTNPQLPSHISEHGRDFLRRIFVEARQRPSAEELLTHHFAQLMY
MEKK2 mut-MEK5: signal of MEK5 binding to mutant human MEKK2 PB1 domain. percent response, % at 10 µM. bead flow cytometry, Alexa488-MEK5 binding to MEKK2 mutant. 290,000 tested, 0.35% active. AID 1530; in the data active = percent response above about 24%, passing the limit was not always enough; also: inactives centre near 1; some results filed as inactive read as strong as hits; reference of the scale not given here
SUMO HTRF inh: blocks human SUMOylation mediated by UBC9 | HTRF SUMOylation assay, SAE1/SAE2 + UBC9, in vitro | inhibition, % at 35 µM | 290,000 tested, 0.36% active; in the data active = inhibition above about 50%, passing the limit was not always enough; inconclusive = no clear call, values can overlap the other calls; also: strong numbers were not always called active
Target sequence (P63279 whole entry, looked up): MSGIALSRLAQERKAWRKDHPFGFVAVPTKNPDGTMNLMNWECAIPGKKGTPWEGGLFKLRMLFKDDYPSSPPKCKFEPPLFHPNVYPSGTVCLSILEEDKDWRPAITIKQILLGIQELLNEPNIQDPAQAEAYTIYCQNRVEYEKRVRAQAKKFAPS
NALP1 yeast inh: NALP1 inhibition. S. cerevisiae NALP1/ASC/caspase-1 growth, X-gal OD620, 72 h. inhibition, % at 10 µM. 280,000 tested, 0.61% active. AID 2071; in the data active = inhibition mostly above about 24%, no sharp cut-off; inactive = mostly below about 32%; also: some compounds called inactive have numbers as strong as hits
PfM18AAP inh: PfM18AAP enzyme inhibition | AID 1822 | 290,000 tested, 1.2% active | recombinant PfM18AAP, H-Glu-NHMec fluorogenic cleavage | inhibition, % at 7.35 µM;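 active = inhibition above the campaign mean inhibition over all tested compounds plus 3 SD, cut at about 28% in these data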;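 also: 0% = plate median of test compound wells and 100% = 2 mM ZnCl2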
IDE cell activ: boosts human insulin-degrading enzyme activity in HEK cells; P14735; 340,000 tested, 0.073% active; FAbeta-B cleavage, fluorescence polarization; 0% vehicle, 100% cell-free pure enzyme wells; activation, % at 5.96 µM;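 active = activation above the mean of all tested compounds plus 3 SD, set per screening campaign, cut at about 17% in these data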
MEKK2 WT-MEK5: raises or lowers MEK5 binding to wildtype human MEKK2 PB1 domain; Q9Y2U5; bead flow cytometry, Alexa488-MEK5 binding to MEKK2 WT; actives lie on both sides; binding response (% of control), % at 10 µM; 290,000 tested, 1.1% active; AID 1531; in the data active = binding response below about 67% or above about 130%; inconclusive = no clear call, values can overlap the other calls; inactive = in between
pCIP destab: lowers stability of the mouse p/CIP coactivator protein. F442A p/CIP-EGFP cells, EGFP fluorescence, 16 h. decrease of EGFP signal, % at 10 µM. 290,000 tested, 0.01% active. AID 1984;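 active = EGFP signal decrease of at least 30% at 10 µM or well 3 SD below plate mean, unless failing retest; inactive = the rest, including hits failing retest or dose response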; also: some compounds called inactive have numbers as strong as hits; many of its hits are not listed in these tables
Numbers without * were called inactive; ? = inconclusive; / = no result given. Only part of the results is shown, so the mix of outcomes need not match the whole.

SMILES	IDE cell inh	MEKK3 PB1 HTS	MEKK2 mut-MEK5	SUMO HTRF inh	NALP1 yeast inh	PfM18AAP inh	IDE cell activ	MEKK2 WT-MEK5	pCIP destab
Cc1ccc(S(=O)(=O)N2CCCCC2)cc1C(=O)Nc1ccc(N2CCOCC2)cc1	2	97	3	-2	-8	-6	6	103	-13
CCCCN1C(=O)C2(NNc3ccccc3O2)c2ccccc21 (stereo not given)	16	108	20	28	10	9	-8	54*	-16
CC1=C(C(=O)Nc2ccc(C)cc2C)C(c2cccs2)NC(=S)N1 (stereo not given)	2	110	8	16	26	0	-4	112	4
CC1c2[nH]c3ccccc3c2C[C@H]2C(=O)N(CCCN(C)C)CC(=O)N12 (stereo not given in full)	2	101	2	13	10	1	1	104	-3
O=C(COC(=O)CNC(=O)c1ccccc1F)Nc1cccnc1Cl	-1	94	-7	-4	-1	5	0	92	14
CC(=O)NCC1=C(NC(C)=O)C2CC1C(C)(C)C2C (stereo not given)	1	/	/	11	-17	-4	/	/	-11
O=C(NCC1CCCO1)C1CCCN(c2ncccn2)C1 (stereo not given)	2	93	2	-6	16	-16	8	98	-9
CC1CN(C(=O)CS(=O)(=O)Cc2ccc(Cl)cc2)CC(C)O1 (stereo not given)	-2	107	4	1	8	-2	3	107	-2
COc1ccc(CCNC(=O)CCS(=O)(=O)c2ccc(Br)cc2)cc1OC	0	104	-2	9	8	-4	3	99	8
COCCNC(=O)Cn1nc(Cc2ccncc2)c2ccccc2c1=O	-3	104	3	-6	-7	-4	1	110	6
O=C(CSc1nc(C2CC2)nc2ccccc12)N1CCc2ccccc2C1	2	/	/	8	1	7	/	/	-10
CCOC(=O)C(NC(=O)N1CCCCC1)(c1ccccc1)C(F)(F)F (stereo not given)	-2	98	-1	-13	-15	5	5	94	3
O=S(=O)(c1ccccc1)N1CCN(c2nnc(-c3ccccc3)c3ccccc23)CC1	-1	101	1	-10	22	-5	-4	99	-8
COc1ccc2nc(NC(=O)C3CCCN(S(=O)(=O)c4cccs4)C3)sc2c1 (stereo not given)	1	105	7	-15	-8	-4	-7	101	-11
CC(NC(=O)Nc1ccc([N+](=O)[O-])cc1)C(c1ccccc1)N1CCOCC1 (stereo not given)	-2	98	-1	-6	-8	-13	/	96	-1
Cc1cc(S(=O)(=O)NCc2cccs2)ccc1-n1cnnn1	-2	102	1	7	28	-7	-2	100	8
C=CCn1c(SCC(=O)c2cc(C)n(CCOC)c2C)nc2sc(C)c(C)c2c1=O	3	103	7	28	-14	6	-4	105	-33
CCOC(=O)C1CCN(C(=O)COC(=O)Cc2ccc(Cl)cc2)CC1	-3	106	7	8	7	0	0	108	3
Cc1ccc(NC(=O)N(CCCN2CCOCC2)Cc2cccnc2)cc1C	-1	104	17	2	24	-2	0	106	0
COc1ccc(C(=O)c2c(O)cc(-c3ccc(OC)cc3)oc2=O)cc1	5	101	0	14	33	1	5	100	0
CCCc1cc(=O)n2[nH]c(SCc3ccccc3)nc2n1	8	105	6	25	3	-1	-1	104	-6
CC1(c2cccc(Br)c2)NC(=O)N(CC(=O)Nc2ccc(F)cc2)C1=O (stereo not given)	1	100	0	-6	16	-1	4	105	-8
CC(=O)c1ccc(Nc2nc3ccc(C)cc3n3cnnc23)cc1	-1	104	4	27	24	-16	1	107	-14
Cc1ccc(C(=O)CCC2CCCCC2=O)cc1 (stereo not given)	-7	97	-5	-5	-10	5	0	99	1
CC(C)[C@H](NC(=O)[C@H](CCCN=C(N)N)NC(=O)NC(Cc1ccccc1)C(=O)O)C(=O)NC(C=O)CCCN=C(N)N (stereo not given in full)	-1	104	3	-6	21	0	9	102	3

With a hit mark in MEKK2 WT-MEK5, of those listed so far:
SMILES	IDE cell inh	MEKK3 PB1 HTS	MEKK2 mut-MEK5	SUMO HTRF inh	NALP1 yeast inh	PfM18AAP inh	IDE cell activ	MEKK2 WT-MEK5	pCIP destab
CCCCN1C(=O)C2(NNc3ccccc3O2)c2ccccc21 (stereo not given)	16	108	20	28	10	9	-8	54*	-16

Looked up by structure from the list above (two):
SMILES	IDE cell inh	MEKK3 PB1 HTS	MEKK2 mut-MEK5	SUMO HTRF inh	NALP1 yeast inh	PfM18AAP inh	IDE cell activ	MEKK2 WT-MEK5	pCIP destab
O=C(COC(=O)CNC(=O)c1ccccc1F)Nc1cccnc1Cl	-1	94	-7	-4	-1	5	0	92	14
Cc1ccc(C(=O)CCC2CCCCC2=O)cc1 (stereo not given)	-7	97	-5	-5	-10	5	0	99	1

Next section:
SMILES	IDE cell inh	MEKK3 PB1 HTS	MEKK2 mut-MEK5	SUMO HTRF inh	NALP1 yeast inh	PfM18AAP inh	IDE cell activ	MEKK2 WT-MEK5	pCIP destab
CC(=O)c1cccc(NC(=O)c2ccc(CN3CCc4ccccc4C3)cc2)c1	9	106	9	19	20	2	-2	113	-12
COc1cc(C(=O)Nc2c(C)cc(C)cc2C)c([N+](=O)[O-])cc1OC	11	105	0	6	36	3	5	104	-3
CS(=O)(=O)N(CC(=O)Nc1cccnc1)c1ccc2c(c1)OCCO2	0	/	/	-10	1	-9	7	/	12
Cc1ccc(C(=O)C[n+]2ccc(-c3nnc4n3CCC4)cc2)cc1	2	98	14	6	/	-2	5	105	0
COc1ccc(-c2csc(Nc3cccc(C)n3)n2)cc1C	/	101	0	-45	18	3	-2	105	7
O=C(O)C1CCCN(S(=O)(=O)c2ccc(Br)s2)C1 (stereo not given)	5	94	-2	0	-14	5	5	98	1
O=C(OCc1cn(Cc2ccccc2)nn1)c1ccccc1	5	79	-6	7	19	/	5	77	0
Cc1c(O)ccc2c(=O)c(-c3nncn3-c3ccccc3)coc12	-1	103	0	11	1	-3	8	101	-3
COc1cc(/C=C/C(=O)O)cc(S(=O)(=O)NCCCO)c1OC	5	96	-26	7	4	-4	3	85	-11
COc1ccc(C2=NS(=O)(=O)N(C)C(C(=O)NC3CCCC3)=C2)cc1OC	-2	100	0	11	8	8	0	102	-2
Cn1cccc1CC(=O)N/N=C/c1ccc(C(C)(C)C)cc1	3	98	1	3	12	8	0	100	-5
CCCC(=O)N1CC(=O)Nc2ccc(Br)cc2C1c1ccc(F)cc1 (stereo not given)	-4	105	5	15	10	-3	-4	107	-16
CCSc1cc(C)nc2c(-c3ccc(Cl)cc3)c(C)nn12	2	102	4	46	13	2	5	107	-4
CCN(CC)CCNC(=O)C(=O)NCC1OCCN1S(=O)(=O)c1ccc2c(c1)OCCO2 (stereo not given)	-9	72	-4	2	0	-10	4	84	-2
COc1ccc(NC(=O)CN(c2ccccc2)S(=O)(=O)c2ccccc2)c(OC)c1	8	107	12	-20	/	-5	0	103	-5
CSc1nc(Oc2ccc3ccccc3c2)c2ccccc2n1	-1	106	1	-10	30	-10	2	99	16
CC1(C)Cc2c(c(N3CCOCC3)nc3sc(C(N)=O)c(N)c23)CO1	4	81	-17	19	16	43*	-13	89	-20
COCCCNc1nc2c(-c3ccc(C)cc3)nnn2c2ccccc12	-1	105	4	16	2	-8	1	109	6
C/C(CC(=O)Nc1ccccn1)=N\NC(=O)c1ccc(C)cc1	2	96	-2	-19	13	16	1	103	8
COc1cc2c(cc1OC)C(C)N(C(=O)c1ccc(C)o1)CC2 (stereo not given)	-1	107	8	10	16	1	0	110	0
Fc1cccc(Nc2nc3ccccc3n3nnnc23)c1	1	107	3	16	20	-6	1	105	-6
Cc1ccc(NCC(=O)c2ccccc2)cc1Cl	0	108	2	-1	32	-8	-8	108	-1
Cc1cccn2c(=O)c(C=O)c(N3CC(C)OC(C)C3)nc12 (stereo not given)	3	100	-7	7	19	7	-5	89	2
C=CCOC(=O)C1=C[C@H](c2ccc(Br)cc2)C[C@H](OCCCCO)O1	-3	99	-4	/	/	/	-1	95	/
O=C(Cc1ccccc1[N+](=O)[O-])NCc1ccncc1	-3	95	0	-2	0	-7	1	103	11

Grouped by structure, those above with an NH in an aromatic ring.
SMILES	IDE cell inh	MEKK3 PB1 HTS	MEKK2 mut-MEK5	SUMO HTRF inh	NALP1 yeast inh	PfM18AAP inh	IDE cell activ	MEKK2 WT-MEK5	pCIP destab
CC1c2[nH]c3ccccc3c2C[C@H]2C(=O)N(CCCN(C)C)CC(=O)N12 (stereo not given in full)	2	101	2	13	10	1	1	104	-3
CCCc1cc(=O)n2[nH]c(SCc3ccccc3)nc2n1	8	105	6	25	3	-1	-1	104	-6

Next section
SMILES	IDE cell inh	MEKK3 PB1 HTS	MEKK2 mut-MEK5	SUMO HTRF inh	NALP1 yeast inh	PfM18AAP inh	IDE cell activ	MEKK2 WT-MEK5	pCIP destab
Cc1ccc(S(=O)(=O)c2nc(S(=O)(=O)c3ccc(C)cc3)c(NCc3ccco3)s2)cc1	-2	102	5	17	21	0	6	98	1
O=C(Nc1ccc(S(=O)(=O)N2CCCC2)cc1)c1ccc2c(=O)n3c(nc2c1)CCCCC3	-3	117	2	1	34	-4	-1	103	-12
COc1ccc(-c2csc(NC(=O)CN3C(=O)CCC3=O)n2)c(OC)c1	1	142*	1	-14	22	0	8	111	-7
Cc1cccc(NCc2ccccc2O)c1	1	107	5	13	17	-9	3	106	-4
COc1ccc(C)cc1NC(=O)C(Sc1nnc(-c2cccs2)o1)c1ccccc1 (stereo not given)	2	99	0	3	26	8	0	94	-10
Cc1c(C(=O)N(C)CCc2cnn(C)c2)oc2c(F)cccc12	-1	101	3	8	8	-3	3	106	-12
Cc1oncc1-c1cn2ccccc2n1	4	101	9	26	-1	0	2	103	-2
Cn1cnnc1SCc1nnc(-c2ccccc2Br)o1	5	91	-3	5	-4	0	1	95	-34
CC(=O)N1c2ccc(S(=O)(=O)NCC3CCC(C(=O)N4CCCC(C)C4)CC3)cc2CC1C (stereo not given)	0	102	3	2	25	8	4	106	-7
Cc1ccccc1NC(=O)/C(=C/c1ccco1)c1ccccc1	0	98	0	4	2	-7	2	97	5
CC(C)N(CC(N)=O)C(=O)c1sc2cc(F)ccc2c1Cl	-5	89	-3	6	-5	-3	5	91	1
CN(C(=O)c1ccc(Oc2ccc([N+](=O)[O-])cc2)cc1)C1CCCCC1	1	98	2	11	23	4	6	97	-11
Cc1c(C=C2C(=O)c3ccccc3C2=O)cc(C#N)n1C	3	106	3	14	2	-6	/	103	-9
CCC(C)NC(=O)c1cc(OC)c(OC)c(OC)c1 (stereo not given)	-1	99	7	20	-20	-1	15	100	-2
COCCNC(=O)/C(C#N)=C/c1ccc(O)c([N+](=O)[O-])c1	1	94	-4	30	12	-4	3	95	-5
CCOC(=O)c1cc(CO)cc(C(=O)OCC)c1	5	92	4	4	-2	1	1	100	3
COc1ccc(N2CCN(C(=O)c3ccc(NS(=O)(=O)c4ccc(F)cc4)cc3)CC2)cc1	5	101	2	16	7	2	0	102	-14
CCN(C(=O)CN1CCN(C)CC1)c1cccc2ccccc12	5	104	8	-1	7	10	0	108	9
O=C(CSc1nc(SCC(=O)NCc2ccccc2)n(-c2ccccc2)n1)NCc1ccccc1	1	?	-36	-4	3	-9	1	?	0
CCOC(=O)Cc1c[nH]c(=S)[nH]c1=O	-2	98	1	14	11	12	1	98	12
C/C(=N\NC(=O)c1nnn(-c2nonc2N)c1-c1ccc(Cl)c(Cl)c1)c1ccncc1	8	99	-3	0	24	6	7	99	13
CCCCN(C(=O)Cn1nnc2ccccc21)C(C(=O)NCc1ccco1)c1ccncc1 (stereo not given)	0	109	15	17	-21	10	5	114	-2
Cc1ccc(NC(=O)CN2C(=O)COc3ccc(S(=O)(=O)N4CCOCC4)cc32)cc1N(C)C	4	102	4	/	14	4	-3	103	-2
O=C(CSc1ncnc2c1nnn2Cc1ccccc1F)NCC1CCCO1 (stereo not given)	10	104	8	3	8	-10	2	108	-12
Cc1cccc(CSc2nnc(-c3ccco3)n2C)c1	-2	101	1	30	13	-4	3	99	-13
